FadD28 binding = blocks FadD28 binding to the bisubstrate probe. fluorescence polarization. inhibition, % at 12.5 µM. hit rate 0.22% among 360,000. AID 588549; in the data active means inhibition above about 8.5%, passing the limit was not always enough; inconclusive means no clear call, values can overlap the other calls
Yp Topo-I inh = inhibitors of Yersinia pestis topoisomerase I. Y. pestis Topo-I cleavage product accumulation, plate reader. activity, % at 10 µM. hit rate 0.064% among 360,000; in the data active means activity above about 50%, passing the limit was not always enough; inconclusive means no clear call, values can overlap the other calls; further: inactives centre near 2
BoNT-F LC inh = inhibitors of Botulinum neurotoxin F light chain protease | AID 588497 | inhibition, % at 10 µM | Multiplex microsphere protease cleavage assay, flow cytometry | hit rate 0.22% among 360,000; in the data active means inhibition above about 35%, passing the limit was not always enough; inconclusive means no clear call, values can overlap the other calls; further: plate controls were buffer without enzyme for full effect and enzyme alone for no effect
CCHFV vOTU inh = blocks the CCHF virus ovarian tumor domain protease | CCHFV vOTU protease, Pep-AMC fluorescence | inhibition, % at 11.5 µM | hit rate 0.55% among 370,000 | AID 651958; in the data active means inhibition above about 30%; further: 0% = vehicle wells with enzyme and 100% = no enzyme wells
PfHsp40 rescue = compounds rescuing yeast from Plasmodium falciparum HSP40 toxicity | AID 504582 | growth rescue, % at 12.5 µM | S. cerevisiae expressing PfHsp40, growth rescue, ATP luminescence | hit rate 0.68% among 340,000; in the data active means growth rescue above about 28%, passing the limit was not always enough; inconclusive means no clear call, values can overlap the other calls;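 further: yeast W303a lacking pdr1 and pdr3 grown in galactose medium; growth measured after three days at 30 °C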
Anthrax LF inh2 = blocks Bacillus anthracis lethal factor protease | P15917 | multiplex microsphere protease cleavage assay, LF | inhibition, % at 10 µM | hit rate 0.12% among 360,000 | AID 588501; further: plate controls were buffer without enzyme for full effect and enzyme alone for no effect
PrPC TRFRET = inhibitors of human cell surface prion protein PrPC; P04156; TR-FRET read-out; inhibition, % at 13.8 µM; hit rate 0.43% among 370,000; AID 720596; in the data active means inhibition above about 24%; further: 0% = median of the test wells and 100% = reference compound wells
BoNT A protease = inhibitors of Botulinum neurotoxin A light chain protease; multiplex microsphere protease substrate cleavage, flow cytometry; inhibition, % at 10 µM; hit rate 0.17% among 360,000; AID 588499; further: plate controls were buffer without enzyme for full effect and enzyme alone for no effect
TcdB inh = blocks C. difficile toxin B glycohydrolase activity | TcdB glycohydrolase enzymatic assay, plate reader | P18177 | inhibition, % at 9.99 µM | AID 652162 | hit rate 0.24% among 350,000; in the data active means inhibition above about 10%
The depositor's hits bear a star; ? = inconclusive; nt = not tested or not shown. Unless noted, no stated cut-off is given here; in the data, active means inhibition above about 30%; inconclusive means no clear call, values can overlap the other calls; inactive means below that. Outcome played no part in choosing rows; about 2.3% have a hit in one of these screens.

canonical_smiles	FadD28 binding	Yp Topo-I inh	BoNT-F LC inh	CCHFV vOTU inh	PfHsp40 rescue	Anthrax LF inh2	PrPC TRFRET	BoNT A protease	TcdB inh
Cc1ccc(NC(=O)CN2C(=O)NC3(CCCCCCC3)C2=O)cc1C	-1.2	-5.8	10.7	5.9	0.1	-1.7	-3.1	-2.9	3.3
Cc1cccc(CC2CC(=O)N(c3ncccn3)C2=O)c1 (stereo not drawn)	-2.9	3.1	-2.8	-5.2	-0.4	-4.1	-0.3	-0.2	nt
COCCn1c(-c2ccccc2Cl)nc2c(c(=O)c3ccccc3n2C)c1=O	-3.8	13.2	-1.2	5.4	-0.1	1.4	2.6	-0.9	1.5
O=C(Nc1ccc(F)cc1)c1sccc1SCc1cccc(C(F)(F)F)c1	-6.3	38.0	-14.5	0.1	2.5	-4.2	1.4	?	nt
Cc1ccc(Cn2cccc2/C=N/NC(=S)Nc2ccc(C)cc2)cc1	-2.8	10.6	-9.8	13.6	-2.3	-2.2	0.9	-0.2	0.6
c1cnc2ccc(C(c3nnnn3C3CCCC3)N3CCN(c4nc5ccccc5s4)CC3)cc2c1 (stereo not drawn)	-1.8	24.0	12.2	11.5	0.7	-1.8	-1.2	0.4	nt
CC1(C(=O)Nc2ccccc2)CCN1C(=O)CCc1ccc(Cl)cc1Cl (stereo not drawn)	-7.8	16.3	-3.0	1.9	nt	-13.0	-4.0	-0.4	1.8
Cc1cc(NS(=O)(=O)c2ccc(Nc3nc(-c4ccc(O)cc4)cs3)cc2)no1	6.4	-19.3	-1.9	21.3	-0.1	-2.2	3.6	0.4	nt
CCOC(=O)C(C(=O)OCC)C(C)(C)/C(C)=N\Nc1ccc([N+](=O)[O-])cc1[N+](=O)[O-]	-1.8	-5.8	-0.9	0.7	0.2	-2.4	-0.5	-0.7	nt
COc1ccc(NC(=O)CN2C(=O)C(C)SC(C)C2=O)cc1 (stereo not drawn)	-2.3	3.6	-2.0	-2.8	-0.9	1.8	5.8	0.1	1.1
CN(C)CCCNC(=O)/C=C/c1ccc(OCc2c(F)cccc2Cl)cc1	-1.2	-2.1	-8.8	-1.1	-0.2	1.8	-17.2	-1.3	2.7
O=C(CCCN1C(=O)/C(=C/c2ccc(F)cc2)SC1=S)NCCCn1ccnc1	-2.6	6.9	-0.7	17.4	-0.4	-1.6	-0.8	-0.3	-0.3
COc1ccc(CC(=O)NNC(=O)c2ccc(NC(C)=O)cc2)cc1	0.9	-4.7	1.6	1.7	nt	2.6	7.7	-0.1	-0.2
COCCNC(=O)c1onc(CSc2cccc(C)c2)c1C(=O)O	-2.0	-0.5	2.5	-0.1	-0.6	-0.7	-5.9	-0.3	1.8
CCc1ccccc1NC(=O)C1CCN(S(=O)(=O)c2ccc3c(c2)N(C(C)=O)CCO3)CC1	-18.7	15.5	-0.3	3.7	-1.8	-2.0	-4.0	0.4	5.2
CCOC(=O)Cn1c(-c2ccc(Cl)nc2)nc2ccccc21	0.1	-3.1	-0.9	-0.2	-0.8	1.9	2.9	-1.4	nt
O=C(Nc1cnn(Cc2ccccc2)c1)c1nc2ncccn2n1	-1.2	2.5	0.0	-8.1	-0.7	-1.5	2.4	0.0	nt
Cc1ccc(CNC(=O)COC(=O)c2ccc(Br)o2)cc1	-3.6	-7.1	nt	-8.5	-0.1	nt	-0.8	nt	-0.7
CC1(C)Nc2ccccc2C(=O)N1NS(=O)(=O)c1ccccc1	-0.4	11.0	0.8	-90.0	-0.8	-2.2	6.7	-0.4	0.9
COc1ccc2cc(C#N)c(SCC(=O)NNC(=O)Cc3ccccc3)nc2c1	-3.7	22.1	-1.9	7.5	1.0	0.2	-0.9	1.0	nt

Compounds listed so far that contain sulfur:
canonical_smiles	FadD28 binding	Yp Topo-I inh	BoNT-F LC inh	CCHFV vOTU inh	PfHsp40 rescue	Anthrax LF inh2	PrPC TRFRET	BoNT A protease	TcdB inh
O=C(Nc1ccc(F)cc1)c1sccc1SCc1cccc(C(F)(F)F)c1	-6.3	38.0	-14.5	0.1	2.5	-4.2	1.4	?	nt
Cc1ccc(Cn2cccc2/C=N/NC(=S)Nc2ccc(C)cc2)cc1	-2.8	10.6	-9.8	13.6	-2.3	-2.2	0.9	-0.2	0.6
c1cnc2ccc(C(c3nnnn3C3CCCC3)N3CCN(c4nc5ccccc5s4)CC3)cc2c1 (stereo not drawn)	-1.8	24.0	12.2	11.5	0.7	-1.8	-1.2	0.4	nt
Cc1cc(NS(=O)(=O)c2ccc(Nc3nc(-c4ccc(O)cc4)cs3)cc2)no1	6.4	-19.3	-1.9	21.3	-0.1	-2.2	3.6	0.4	nt
COc1ccc(NC(=O)CN2C(=O)C(C)SC(C)C2=O)cc1 (stereo not drawn)	-2.3	3.6	-2.0	-2.8	-0.9	1.8	5.8	0.1	1.1
O=C(CCCN1C(=O)/C(=C/c2ccc(F)cc2)SC1=S)NCCCn1ccnc1	-2.6	6.9	-0.7	17.4	-0.4	-1.6	-0.8	-0.3	-0.3
COCCNC(=O)c1onc(CSc2cccc(C)c2)c1C(=O)O	-2.0	-0.5	2.5	-0.1	-0.6	-0.7	-5.9	-0.3	1.8
CCc1ccccc1NC(=O)C1CCN(S(=O)(=O)c2ccc3c(c2)N(C(C)=O)CCO3)CC1	-18.7	15.5	-0.3	3.7	-1.8	-2.0	-4.0	0.4	5.2
CC1(C)Nc2ccccc2C(=O)N1NS(=O)(=O)c1ccccc1	-0.4	11.0	0.8	-90.0	-0.8	-2.2	6.7	-0.4	0.9
COc1ccc2cc(C#N)c(SCC(=O)NNC(=O)Cc3ccccc3)nc2c1	-3.7	22.1	-1.9	7.5	1.0	0.2	-0.9	1.0	nt

Further structures follow.
canonical_smiles	FadD28 binding	Yp Topo-I inh	BoNT-F LC inh	CCHFV vOTU inh	PfHsp40 rescue	Anthrax LF inh2	PrPC TRFRET	BoNT A protease	TcdB inh
CCOc1ccccc1NC(=O)CCCN1C(=S)NC(C)(C)CC1C (stereo not drawn)	0.4	10.5	-4.7	-0.4	0.8	1.4	-2.5	-0.4	nt
COc1cccc(/C=C(/C(=O)OCC(=O)NC2CCCCCCC2)c2ccccc2)c1	-3.1	38.0	-1.7	2.6	0.6	-0.7	2.4	-0.6	-1.1
O=C(CSc1n[nH]c(-c2cccs2)n1)N1CCN(S(=O)(=O)c2ccccc2)CC1	-2.5	-9.2	-0.7	8.9	0.4	-10.3	1.3	-0.1	nt
CCOC(=O)c1sc(NC(=O)CSc2nnnn2-c2ccc(C)cc2C)nc1C	-0.8	13.8	0.1	4.5	0.3	-10.7	-0.1	-0.4	nt
COc1ccc(NC(=O)CN(C)CC(=O)NC2CCC(C)CC2)cc1 (stereo not drawn)	0.2	-6.8	-5.7	-8.2	-1.1	-8.4	1.1	0.2	-2.1
O=C1NC[C@@H](CCCCN2C[C@H](Cc3ccccc3)N(CC3CCCCC3)C(=O)C2=O)N(CC2CCCCC2)C1=O	nt	nt	-3.0	8.6	nt	-1.5	7.7	-0.7	-2.6
Cc1ccccc1CSc1nnc(-c2cccs2)n1Cc1ccco1	-13.0	40.2	1.1	7.1	0.3	-6.9	3.4	0.4	nt
CCC(=O)Nc1ccc(Br)c(Cl)c1	-2.7	-2.3	2.2	-20.4	0.2	-5.1	-2.2	-0.1	nt
O=c1cc(CSc2ccccc2)[nH]c2ccccc12	-5.3	0.3	18.1	8.9	-0.8	-5.5	12.1	-0.9	3.4
Cc1cccc(-n2cnc3sc(C)c(C)c3c2=O)c1	-1.3	1.0	1.2	-10.6	-0.7	-1.2	-1.5	-0.5	-1.4
NS(=O)(=O)c1ccc(N=Nc2c(O)[nH]c3ccc(Br)cc23)cc1	-3.7	-5.6	1.1	-4.6	-0.7	2.7	1.0	0.2	1.5
O=C(COc1ccccc1Cl)NCCCNC(=O)c1ccco1	-0.4	-0.8	-2.7	1.1	-0.5	3.5	-4.2	-2.9	-1.3
Clc1ccc(N/N=C/c2cccnc2)cc1	1.1	-4.3	-4.9	9.1	5.8	-1.4	25.0*	-0.8	nt
CCc1nnc(NC(=O)CSc2nnc(-c3cc4ccccc4cc3O)n2CC)s1	-5.3	13.0	-6.7	11.5	0.2	-1.9	3.1	0.3	nt
CCOCC(=O)N1CCC(Cc2ccccc2)CC1	-0.4	22.1	8.0	1.5	-0.5	-3.0	-0.8	1.5	1.0
COc1cc(OC)cc(C(=O)NCc2ccc3[nH]c(C)cc3c2)c1	-68.6	-2.3	-60.0	1.6	-0.4	-21.6	10.0	48.1*	3.7
CC1Oc2ccccc2N(CC(=O)Nc2ccccc2F)C1=O (stereo not drawn)	0.2	5.0	-20.9	8.8	-0.6	-6.7	9.4	-3.0	-14.7
O=C(NCc1ccccc1)c1cc(C2CCCN(C(=O)c3ccccc3)C2)on1 (stereo not drawn)	0.7	17.8	1.1	8.7	nt	-6.5	-2.0	-0.4	0.1
O=C(CCC1CCCN(C(=O)c2cccnc2)C1)NCc1ccccc1F (stereo not drawn)	0.3	-2.0	28.5	11.1	-0.4	9.7	-3.5	12.6	0.6
CCCNC(=O)NC(=O)COC(=O)CC(NC(N)=O)c1ccc(Cl)cc1 (stereo not drawn)	-0.5	3.2	-0.7	-1.8	-0.4	-1.3	4.4	0.4	3.9

Additional compounds
Order of values: FadD28 binding, Yp Topo-I inh, BoNT-F LC inh, CCHFV vOTU inh, PfHsp40 rescue, Anthrax LF inh2, PrPC TRFRET, BoNT A protease, TcdB inh
C=CCn1c(=O)/c(=C\c2ccccn2)s/c1=C(/C#N)C(=O)NCC1CCCO1 (stereo not drawn)
    -3.3, 6.2, -5.2, 4.3, -0.6, -2.6, 7.6, -1.4, 0.8
CCn1c(C(=O)N2CCc3ccccc3C2)cc2sccc21
    -2.7, -5.6, -12.2, 8.4, 2.3, -8.4, 1.8, 5.2, 1.4
COc1ccccc1NS(=O)(=O)c1cccc(C(=O)OCC(=O)Nc2cc(C)on2)c1
    -6.2, 16.6, 0.0, -13.6, 0.6, -2.3, -0.8, 0.4, nt
Cc1cccc(N/C=C(\[N+](=O)[O-])S(=O)(=O)c2ccccc2)c1C
    0.2, -5.7, 0.8, 1.5, -0.3, -4.3, 2.2, -0.7, 0.2
COc1ccc(CNC(=O)COC(=O)c2ccc(S(=O)(=O)NCc3ccco3)cc2)cc1
    -1.5, 8.7, 0.3, 14.7, -1.1, 4.3, -1.7, -1.2, 0.6
O=C(NCc1cccnc1)C1CCCN(Cc2cnn(-c3ccccc3)c2-n2cccc2)C1 (stereo not drawn)
    -4.1, 5.3, -5.2, 5.6, 0.0, 0.1, -3.7, -2.3, nt
COc1ccc(C(C)(C)C)cc1NC(=O)C1=CC=CN2CCS(=O)(=O)N=C12
    -0.6, -0.5, 1.9, -2.6, -0.4, 4.8, -7.2, 0.5, 1.2
Cc1cc2c(=O)n(CC(=O)NCC(=O)N3CCN(Cc4ccccc4)CC3)cnc2s1
    -3.2, 2.6, -3.4, 1.5, -1.3, -1.9, 1.2, -0.2, nt

Source: PubChem
